Screens deposited in PubChem by National Center for Advancing Translational Sciences (NCATS).
ALDH1A1 inh = ALDH1A1 (human) enzyme inhibition; Purified ALDH1A1, NADH fluorescence, propionaldehyde substrate; AID 1030; Potency, µM (top dose mostly 75.3 µM), inactives show at the highest dose activity, negative = inhibition, actives largely listed as inhibitors; P00352; hit rate 7.3% among 220,000; active means well fitted inhibition curve with a large enough effect, not every such curve was filed as active; inconclusive means small, poorly fitted or top-dose-only effect, or another doubt; inactive means no such curve, though single readings can be large or run the other way;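 further: plate controls were no enzyme wells and a reference inhibitor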
Target sequence (P00352 whole entry, looked up): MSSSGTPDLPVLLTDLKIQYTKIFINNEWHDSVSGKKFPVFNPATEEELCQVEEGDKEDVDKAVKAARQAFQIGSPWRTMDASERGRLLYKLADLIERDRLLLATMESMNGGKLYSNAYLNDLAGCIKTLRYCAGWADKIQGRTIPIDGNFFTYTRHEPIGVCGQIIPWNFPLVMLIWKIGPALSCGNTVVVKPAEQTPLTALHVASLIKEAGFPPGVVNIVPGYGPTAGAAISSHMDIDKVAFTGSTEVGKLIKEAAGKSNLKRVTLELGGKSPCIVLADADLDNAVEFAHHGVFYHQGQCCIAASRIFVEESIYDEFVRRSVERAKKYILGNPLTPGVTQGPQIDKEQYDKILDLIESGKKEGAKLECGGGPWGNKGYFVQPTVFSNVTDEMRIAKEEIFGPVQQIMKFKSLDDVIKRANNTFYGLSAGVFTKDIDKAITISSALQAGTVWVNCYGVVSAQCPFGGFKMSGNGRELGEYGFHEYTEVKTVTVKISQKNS
HTT ATP protect = cytoprotection in Huntington HTT-Q103 PC12 cell model; hit rate 0.14% among 230,000; PC12 HTT-Q103 induced, cytoprotection, ATP luminescence, 40 h; Potency, µM (highest dose often 56.4 µM), without a hit: cytoprotection (ATP increase), most hits filed as activators;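 further: % of control where 0% means no effect; nearly all actives have a fitted effect of over 45% in size; toxic huntingtin expression switched on by the ecdysone agonist tebufenozide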
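ATP quantification (ATPlite) reports survival of PC12 cells in which tebufenozide, 100 nM final, switches on Htt exon 1 with 103 glutamines linked to GFP; compounds are titrated.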
Tau fibril FP = blocks human tau fibril formation measured by polarization | Potency, µM (doses to about 57.7 µM), for the others: at the highest dose activity, negative = inhibition, actives largely listed as inhibitors | K18 P301L tau heparin fibrillization, Alexa594 FP, 6 h | hit rate 0.39% among 280,000 | P10636; further: on the % scale 0 is the no-effect control and ±100 the full control effect; nearly all actives have a fitted effect of over 55% in size
Target sequence (P10636 561-689 P618L limits assumed): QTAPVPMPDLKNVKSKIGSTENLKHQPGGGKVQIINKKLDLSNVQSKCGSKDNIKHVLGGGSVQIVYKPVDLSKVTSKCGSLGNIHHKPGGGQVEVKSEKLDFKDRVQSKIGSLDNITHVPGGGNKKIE
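Human tau K18 […] P301L fragment, 15 uM unlabeled plus 0.24 uM Alexa 594-labeled tau (final), with compound and 20 uM heparin in 100 mM sodium acetate pH 7; 6 hr at 37 C, then Alexa 594 FP read.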
KDM4E inh = JMJD2E (human) inhibition | B2RXH2 | JMJD2E catalytic domain, FDH-coupled NADH fluorescence (FDH is formaldehyde dehydrogenase) | Potency, µM (doses to about 57.1 µM), for inactives: top-dose activity change, negative = inhibition, usual class: inhibitors | hit rate 1.6% among 230,000 | AID 2147; active means well fitted inhibition curve with a large enough effect, not every such curve was filed as active; inconclusive means small, poorly fitted or top-dose-only effect, or another doubt; inactive means no such curve, though single readings can be large or run the other way;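 further: 0% = wells with enzyme and -100% = buffer wells without enzyme; nearly all actives have a fitted effect of over 50% in size; many of its hits are not listed in these tables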
Target sequence (B2RXH2 1-337 limits assumed): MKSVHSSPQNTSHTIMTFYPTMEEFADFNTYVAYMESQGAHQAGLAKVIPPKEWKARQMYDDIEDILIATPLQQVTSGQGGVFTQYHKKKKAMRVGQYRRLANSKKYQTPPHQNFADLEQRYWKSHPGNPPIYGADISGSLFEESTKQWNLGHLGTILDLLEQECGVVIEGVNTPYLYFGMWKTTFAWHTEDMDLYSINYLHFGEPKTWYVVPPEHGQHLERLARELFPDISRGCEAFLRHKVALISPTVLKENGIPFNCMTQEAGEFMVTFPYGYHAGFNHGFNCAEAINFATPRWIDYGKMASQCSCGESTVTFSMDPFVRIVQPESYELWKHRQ
Tau fluor cs = counter-screen for tau fibril formation inhibitors; tau K18 P301L Alexa594 fluorescence, heparin fibrillization; Potency, µM (series often up to 57.7 µM), for the others: at the top dose activity change, negative = decrease; hit rate 0.93% among 280,000; AID 1463; further: on the % scale 0 is the no-effect control and ±100 the full control effect; nearly all actives have a fitted effect of over 55% in size
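Human tau K18 P301L (15 uM unlabeled, 0.24 uM Alexa 594-labeled) in 100 mM sodium acetate pH 7 with 20 uM heparin, 6 hr at 37 C. ThT 30 uM added, 1 hr ambient; Alexa 594 FP and total fluorescence read at 555/632 nm.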
HttQ103 aggreg = reduces HttQ103-GFP aggregates in PC12 cells. PC12 HttQ103-GFP aggregates, Acumen cytometry, 40 h. Potency, µM (top dose mostly 46.1 µM), without a hit: at the top dose activity change, negative = inhibition, hits mostly inhibitors. hit rate 1.1% among 220,000; further: on the % scale 0 is the no-effect control and ±100 the full control effect; nearly all actives have a fitted effect of over 60% in size
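PC12/HTTQ103-GFP, ecdysone-inducible; teb 100 nM; cpd qHTS titration; GFP aggregates read on laser cytometer, Ex 488/Em 500-530 nm.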
Tau fibril ThT = blocks human tau fibril formation measured by thioflavin T; P10636; recombinant tau K18 P301L (four-repeat tau fragment), heparin-induced fibrillization, ThT fluorescence; Potency, µM (series often up to 57.4 µM), for inactives: at the top dose activity, negative = inhibition, hits mostly inhibitors; hit rate 2.1% among 270,000; AID 1460; further: on the % scale 0 is the no-effect control and ±100 the full control effect; nearly all actives have a fitted effect of over 55% in size
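Heparin-induced (20 uM) aggregation of recombinant human K18 P301L tau, 15 uM unlabeled with 0.24 uM labeled, pH 7 acetate buffer, 6 hr at 37 C with compound. Fibrils quantified by 30 uM ThT fluorescence after 1 hr ambient incubation.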
SMN2 splice enh = increases expression of the SMN2 splice variant; HEK293 SMN2-luciferase splicing reporter, luminescence, 30-36 h; Potency, µM (series often up to 46.1 µM), without a hit: at the top dose activity change, positive = activation, usual class: activators; hit rate 2.8% among 210,000; AID 1458; further: % of control where 0% means no effect; nearly all actives have a fitted effect of over 55% in size
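qHTS luciferase splicing reporter: luminescence rises when SMN2 exon 7 is included in transfected HEK293 cells. Compound exposure lasted 30-36 h at 37C, with 4.5 mM final sodium butyrate as control, followed by a ONE-Glo read.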
* = called active by the depositor; ? = inconclusive; . = no result given; & = joins results of further samples; [ ] = remark or other dose. Unless noted, the call rests on the fitted dose curve; in most records, active means well fitted curve in the direction sought with a large enough effect; inconclusive means small, poorly fitted or top-dose-only effect, or another doubt; inactive means no such curve, though single readings can be large; an effect the other way counts as inactive or inconclusive. Potency means the concentration at half of the fitted maximal effect. Not all compounds are listed; count on the stated rates, not on these rows.

SMILES | ALDH1A1 inh | HTT ATP protect | Tau fibril FP | KDM4E inh | Tau fluor cs | HttQ103 aggreg | Tau fibril ThT | SMN2 splice enh
CCOC(=O)CSc1nc2sc3c(c2c(=O)n1CC)CCCC3 | . | . | -6% | . | 0% | . | -6% | -2%
O=[N+]([O-])c1ncn(Cc2ccccc2Cl)n1 | 2% | 6%[10 µM] | 0% | -8% | 8% | 9% | 2% | -15%
COc1cccc(CNCCO)c1OCc1ccccc1 | 7% | -20% | 3% | ? | 17% | 5%[9.22 µM] | 18% | -9%
CC1=C(C(=O)OCc2ccccc2)C(c2cccc([N+](=O)[O-])c2)NC(=O)N1CCCCCC(=O)O (stereo unspecified) | ? | -7% | -3%&6% | 0%&-5% | -8%&-5% | 15% | -16%&-9% | -3%&0%
COc1ccc(C2C3=C(CC(C)(C)CC3=O)Oc3ncn(CCO)c(=N)c32)cc1OC (stereo unspecified) | -7% | 4% | -1% | -3% | -11% | 22% | -8% | -2%
Cc1cccc(N=C2NC(=O)/C(=C/c3cccnc3)S2)c1 | . | -8%[10 µM] | 2% | -1% | -10% | -5%[9.22 µM] | . | .
C=CCNC(=O)C1CCN(S(=O)(=O)CC)CC1 | 7% | 9% | -9% | -3% | -1% | 1% | 0% | 2%
CCOc1ccccc1C1Nc2ccccc2-c2nnc(SCc3ccccc3)nc2O1 (stereo unspecified) | . | . | 5% | . | -5% | . | -22% | -2%
CCOC(=O)c1c(-c2ccccc2)csc1NC(=O)c1ccc(N2C(=O)CCC2=O)cc1 | ? | 0%[10 µM] | -5% | -4% | -12% | -15% | 0% | -39%[inhibitor]
O=S(=O)(c1ccccc1)N1CCN(C(=S)NCc2ccccc2)CC1 | ? | 5%[10 µM] | -13% | 10% | -19% | 0% | -4% | ?
Cc1ccc(S(=O)(=O)N(C)Cc2ccc(C(=O)N/N=C/c3ccc(OC(F)F)cc3)cc2)cc1 | ? | 17%[10 µM] | -11% | -5% | -1% | -17% | 2% | -13%
Oc1c(C=C2N=c3ccccc3=N2)sc(=S)n1-c1ccc2ccccc2c1 | . | -3%[10 µM] | -8% | -7% | ? | -15%[9.22 µM] | ? | .
Cc1ccc(S(=O)(=O)N2CCC(NC(=O)c3ccccc3)CC2)cc1 | ? | -1%[10 µM] | 5% | -1% | 4% | 14%[9.22 µM] | 12% | .
O=C(/C=C/c1ccccc1[N+](=O)[O-])NCc1cccnc1 | 6% | -17%[10 µM] | 10% | 0% | 0% | 11% | -3% | 16%
Cc1ccc(S(=O)(=O)N2CCC(C(=O)Nc3nnc(-c4ccco4)s3)CC2)cc1 | ? | -6% | -8% | -15% | -21% | -8% | -4% | 28%
COc1ccc(C(=O)N2CCN(S(=O)(=O)c3ccc(C)cc3)CC2)cc1S(=O)(=O)N1CCOCC1 | . | 2%[10 µM] | 1% | -3% | 5% | 12%[9.22 µM] | 6% | .
CSc1nsc(SC)c1NC(=O)OC1CCCCC1 | 20µM* | -28% | 6% | -4% | -2% | 0% | -3% | -4%
N#C/C(=N\Nc1cccc(F)c1)C(=N)N1CCCCCC1 | 5% | -112%[inhibitor] | 11% | -4% | -13% | 4% | -14% | 13µM*
COc1ccc(CCNc2nc3ccccc3c3nc(-c4cccc(C)c4)nn23)cc1OC | . | . | -7% | . | ? | . | ? | 8%
CCc1nnc(NS(=O)(=O)c2ccc(NC(=O)/C=C/c3ccc(OC)cc3OC)cc2)s1 | ? | 2%[10 µM] | 2% | ? | -12% | 15% | -5% | 1%
Cc1cc(CNC(=S)Nc2cccc(Cl)c2Cl)nn1C | 4% | 1% | -1% | -1% | -7% | -17% | -5% | .
O=C(NCc1ccccc1)NC(=O)c1ccccc1 | 4% | 26% | 0% | 10% | 1% | 3% | -4% | -7%
COC(=O)C1(C#N)C(c2ccccc2)C1(C(=O)OC)C(=O)OC (stereo unspecified) | 6% | -2% | -2% | -1% | -8% | -11% | -7% | 7%
CS(=O)(=O)Cc1cc(N2CCCC2)nc(-c2ccccc2)n1 | -1% | -12% | -5% | -27% | -8% | -11% | -3% | -8%

Structural class, the compounds so far containing a Cl atom
SMILES | ALDH1A1 inh | HTT ATP protect | Tau fibril FP | KDM4E inh | Tau fluor cs | HttQ103 aggreg | Tau fibril ThT | SMN2 splice enh
O=[N+]([O-])c1ncn(Cc2ccccc2Cl)n1 | 2% | 6%[10 µM] | 0% | -8% | 8% | 9% | 2% | -15%
Cc1cc(CNC(=S)Nc2cccc(Cl)c2Cl)nn1C | 4% | 1% | -1% | -1% | -7% | -17% | -5% | .

Following part:
SMILES | ALDH1A1 inh | HTT ATP protect | Tau fibril FP | KDM4E inh | Tau fluor cs | HttQ103 aggreg | Tau fibril ThT | SMN2 splice enh
COC(=O)C/C=C\[C@@H](C)[C@@H](/C=N\O[C@@H](C)c1cn([C@H]2COC[C@H]2O)nn1)NS(=O)(=O)c1ccc(C)cc1 | -1%[13.5 µM] | ? | 4%[11.6 µM] | . | 2%[11.6 µM] | . | -3%[11.5 µM] | .
COc1ccccc1NC(=S)N(Cc1ccco1)Cc1cc2ccc(C)c(C)c2[nH]c1=O | ? | -65%[inhibitor][10 µM] | ? | -16% | -7% | ? | -3% | -2%
CCOc1ccc(NC(=O)c2ccccc2OCC(=O)c2ccc(C)cc2)cc1 | 2% | -21% | -13% | -4% | -19% | -9% | -12% | 14%
COc1cccc(C(=O)N(Cc2nc(-c3cccc(C)c3)no2)C(C)C)c1OC | 1% | 4% | 2% | -4% | -4% | -32% | -9% | 15%
CC1=C(C#N)C(NC(=O)C(C)(C)C)(C(F)(F)F)C(=O)N1 (stereo unspecified) | -4% | 21% | -3% | 5% | -1% | -8% | -4% | -8%
COc1ccc2ccccc2c1CNCc1ccccn1 | 8% | -23% | 3% | 1% | -7% | -4%[9.22 µM] | -16% | -20%
Cc1cc(Br)cc2c1NC(=O)C2(O)CC(=O)c1ccco1 (stereo unspecified) | 5% | -30% | 1% | -5% | -6% | 10%[9.22 µM] | -5% | -5%
Cc1ccccc1Nc1nc(N)nc(CSCc2c(C)noc2C)n1 | 14µM* | -25%[0.074 µM] | 4% | 1% | -5% | -3% | -8% | -67%[inhibitor]
CC(=O)N1c2ccccc2C(C)CC12CCCCC2 (stereo unspecified) | -2% | 22%[10 µM] | 2% | -1% | 0% | -9% | -7% | -2%
O=C(O)/C=C\C(=O)Nc1ccccc1C#Cc1ccccc1 | -9% | 9%[10 µM] | -6% | ? | -18% | 19% | -22% | -8%
CC(C)(C)c1ccc(-c2c(C#N)c(N)nc3c2CCCC3)s1 | ? | -23% | 0% | ? | -5% | 16% | -10% | -17%
O=C(NNc1c2ccccc2nc2ccccc12)c1ccc(O)cc1O | -12% | -87%[inhibitor] | 8% | ? | 13µM*[quencher] | 10µM* | 2.2µM* | -3%
O=C(CSc1nnc(NC(=O)C2CCC2)s1)Nc1ccc(N2CCOCC2)cc1 | ? | -13% | 6% | 2% | -29% | 4% | 6.3µM* | 0%
COc1ccc(NC(=S)NCCCCCC(=O)C[N+](=O)[O-])cc1 | 2.5µM* | -29% | 5% | -2% | -15% | -12% | ? | -24%
COc1ccc(C(=O)OCC(=O)Nc2cc(C)on2)c(OC)c1OC | 5% | -10% | 5% | 1% | 0% | 12% | -3% | 14%
O=C(CSc1nnc(-c2ccc(Cl)cc2)n1-c1ccccc1)N/N=C/c1ccccc1C(=O)O | ? | -2%[10 µM] | -9% | -3% | -7% | 15% | -12% | 26%
COc1ccc(CNC(=O)CCSc2nc(-c3ccc4c(c3)OCO4)cc(C(F)(F)F)n2)cc1 | ? | 0%[10 µM] | 3% | 5% | -15% | 2% | 15% | -7%
CCSc1nnc(NC(=O)C2C3C=CC(C3)C2C(=O)O)s1 (stereo unspecified) | -4% | 13%[10 µM] | 2% | -1% | -8% | 4% | -5% | -13%
Cc1nn(-c2nnc(C)c(=O)[nH]2)c(C)c1SCC(=O)Nc1ccc(F)cc1 | ? | 12%[10 µM] | -6% | 0% | 2% | 16% | 2% | -4%
Cc1ccccc1N/C(SCc1ccc(Cl)cc1)=C(/C#N)C(=O)NCc1ccco1 | -3% | 11% | -2% | -1% | -15% | ? | -8% | -18%
Cc1cc(=O)oc2ccc(OCC(=O)N(Cc3ccc(F)cc3)Cc3ccco3)cc12 | ? | -14%[0.074 µM] | 1% | ? | -8% | ? | -13% | -83%[inhibitor]
COc1cccc(NC(=O)CN(C)C(C)C(=O)Nc2cc([N+](=O)[O-])ccc2Cl)c1 (stereo unspecified) | 2% | -27% | 7% | 2% | -23% | 0% | -9% | -19%
Cn1c(=O)[nH]c(=O)c2c1nc(N1CCCCCC1)n2CCCSc1nnnn1-c1ccccc1 | 2.5µM* | 37%[10 µM] | -14% | -2% | -8% | 12% | ? | 7%
COc1ccc(N(CC(=O)NCc2cccnc2)S(=O)(=O)c2ccccc2[N+](=O)[O-])c(OC)c1 | 3% | 12%[10 µM] | -5% | -1% | -12% | -6%[9.22 µM] | -6% | .
COc1cccc(C(O)CC(N)=O)c1 (stereo unspecified) | 2% | 11%[0.074 µM] | 2% | 6% | -8% | 1% | -11% | 0%

3 of the entries above in order of their number in ALDH1A1 inh, high to low:
compound	ALDH1A1 inh	Tau fibril FP	KDM4E inh	HttQ103 aggreg	Tau fibril ThT	SMN2 splice enh
CSc1nsc(SC)c1NC(=O)OC1CCCCC1	20µM*	6%	-4%	0%	-3%	-4%
Cc1ccccc1Nc1nc(N)nc(CSCc2c(C)noc2C)n1	14µM*	4%	1%	-3%	-8%	-67%[inhibitor]
Cn1c(=O)[nH]c(=O)c2c1nc(N1CCCCCC1)n2CCCSc1nnnn1-c1ccccc1	2.5µM*	-14%	-2%	12%	?	7%

Full records from above. Order of values: ALDH1A1 inh | HTT ATP protect | Tau fibril FP | KDM4E inh | Tau fluor cs | HttQ103 aggreg | Tau fibril ThT | SMN2 splice enh
Record of COC(=O)C1(C#N)C(c2ccccc2)C1(C(=O)OC)C(=O)OC (stereo unspecified) = 6% | -2% | -2% | -1% | -8% | -11% | -7% | 7%
Record of Cc1ccc(S(=O)(=O)N2CCC(C(=O)Nc3nnc(-c4ccco4)s3)CC2)cc1 = ? | -6% | -8% | -15% | -21% | -8% | -4% | 28%
